# CHRM4 antagonist = human M4 muscarinic receptor antagonists, primary screen, CHO cells, Fluo-8 calcium fluorescence; Muscarinic acetylcholine receptor M4 (Homo sapiens), P08173; CHO-hM4 cells, ACh EC80; inhibition, % at 3 µM; actives 0.73% (n = 360,000);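 active = inhibition above its plate's cutoff, the mean inhibition of sample wells plus 3 SD, cut at about 27% in these data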;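 also: 0% = acetylcholine EC80 with DMSO and 100% = DMSO without agonist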
# Target sequence (P08173 whole entry, looked up): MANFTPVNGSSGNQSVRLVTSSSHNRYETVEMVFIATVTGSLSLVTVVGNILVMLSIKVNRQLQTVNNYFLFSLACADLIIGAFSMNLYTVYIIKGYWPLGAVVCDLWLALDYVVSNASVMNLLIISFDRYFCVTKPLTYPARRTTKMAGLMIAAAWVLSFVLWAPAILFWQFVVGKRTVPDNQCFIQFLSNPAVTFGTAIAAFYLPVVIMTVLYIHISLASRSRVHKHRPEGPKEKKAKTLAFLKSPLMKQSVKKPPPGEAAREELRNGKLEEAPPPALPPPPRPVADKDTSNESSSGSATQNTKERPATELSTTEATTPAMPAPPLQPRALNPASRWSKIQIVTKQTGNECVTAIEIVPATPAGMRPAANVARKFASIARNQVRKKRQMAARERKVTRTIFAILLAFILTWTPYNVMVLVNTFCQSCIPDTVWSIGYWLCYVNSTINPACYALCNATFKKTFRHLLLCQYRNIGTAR
# M5 ag = human M5 muscarinic receptor agonists, primary screen, CHO-K1 cells, Fluo-8 calcium fluorescence. Muscarinic acetylcholine receptor M5 (Homo sapiens), P08912. CHO-K1 hM5 cells; 0% DMSO wells, 100% maximal acetylcholine response. activation, % at 3 µM. actives 0.19% (n = 360,000);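 active = activation above the run's mean over test compounds plus 3 SD, cut at about 23% in these data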;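 also: signal is peak over basal fluorescence ratio across the kinetic read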
# Target sequence (P08912 whole entry, looked up): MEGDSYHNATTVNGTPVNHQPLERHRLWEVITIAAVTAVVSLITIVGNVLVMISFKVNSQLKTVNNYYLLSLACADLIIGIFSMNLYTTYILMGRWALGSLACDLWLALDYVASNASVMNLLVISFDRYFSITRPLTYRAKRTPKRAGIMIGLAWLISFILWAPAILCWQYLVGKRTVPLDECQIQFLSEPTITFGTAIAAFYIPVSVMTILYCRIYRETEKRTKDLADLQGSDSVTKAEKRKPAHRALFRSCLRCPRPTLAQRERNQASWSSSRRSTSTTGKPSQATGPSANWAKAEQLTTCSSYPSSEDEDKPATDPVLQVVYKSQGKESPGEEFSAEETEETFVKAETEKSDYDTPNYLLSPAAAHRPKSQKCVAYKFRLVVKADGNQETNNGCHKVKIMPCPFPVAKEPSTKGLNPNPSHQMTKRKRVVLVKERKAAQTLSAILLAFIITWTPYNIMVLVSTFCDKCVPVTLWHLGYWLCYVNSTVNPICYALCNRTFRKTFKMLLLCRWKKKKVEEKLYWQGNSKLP
# M5 antag = human M5 muscarinic receptor antagonists, primary screen, CHO cells, Fluo-8 calcium fluorescence. inhibition, % at 3 µM. Muscarinic acetylcholine receptor M5 (Homo sapiens), P08912. actives 0.59% (n = 360,000). CHO-hM5 cells, ACh EC80;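 active = inhibition above a per-plate cutoff, the mean of that plate's test compounds plus 3 SD, cut at about 27% in these data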;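 also: 0% = acetylcholine EC80 with DMSO and 100% = DMSO without agonist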
# CRFR2-BP ag = agonists of CRF-BP/CRF-R2 complex, primary screen, cell-based, HEK293, calcium dye fluorescence, uHTS | calcium dye fluorescence (FLIPR); percent of saturating CRF peptide response | AID 588473, 2011 | actives 0.46% (n = 350,000) | activation, % at 13.2 µM;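 active = activation of at least 50%, plus an integration ratio under a set limit after plate pattern correction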;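 also: plate controls were neutral control wells without compound for no effect and CRF at EC100 for full effect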
# CRFR2-BP antag = antagonists of CRF-BP/CRF-R2 complex, primary screen, cell-based, HEK293, calcium dye fluorescence, uHTS. AID 588475, 2011. inhibition, % at 11.8 µM. CRF-induced calcium fluorescence. actives 0.59% (n = 350,000);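 active = inhibition of the ligand-induced calcium signal above about 50% at the single tested concentration, limit read from the data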
# M5 PAM = human M5 muscarinic receptor positive allosteric modulators, primary screen, CHO-K1 cells, Fluo-8 calcium fluorescence. activation, % at 3 µM. actives 0.3% (n = 360,000). Muscarinic acetylcholine receptor M5 (Homo sapiens), P08912. CHO-K1 hM5, ACh EC20 PAM; 0% = ACh EC20, 100% = ACh EC100;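 active = activation above the run cutoff, the mean activation of all test compounds plus 3 SD, cut at about 18% in these data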
#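 Assay system: CHO-K1 hM5 cells. Also added: acetylcholine at EC20 concentration, added after compound. Dosing: 3 µM, single dose. Times: compound preincubation 140 s before EC20 acetylcholine addition. Signal: Fluo-8 calcium fluorescence. Measure: % activation relative to EC20 and EC100 ACh responses. Repeats: singlicate, one well per test compound.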
# IDE cell inh = human IDE inhibitors in live cells, primary screen, fluorescence polarization, HEK cells, FAbetaB substrate. Insulin-degrading enzyme (Homo sapiens), P14735. FAbetaB cleavage. inhibition, % at 5.59 µM. actives 0.41% (n = 320,000). AID 434962, 2010;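 active = percent inhibition above the average of all tested compounds plus 3 SD, set per screening campaign, cut at about 16% in these data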;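 also: IDE supplied by intact live HEK cells; FP after avidin binding of uncleaved biotin substrate so inhibition keeps polarization high; 0% = DMSO wells and 100% = 60 µM reference IDE inhibitor Ii1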
# M4 ag = human M4 muscarinic receptor agonists, primary screen, CHO-K1 cells, Fluo-8 calcium fluorescence. CHO-K1 hM4/Gqi5; vehicle 0%, full acetylcholine response 100%. Muscarinic acetylcholine receptor M4 (Homo sapiens), P08173. AID 624127, 2012. activation, % at 3 µM. actives 0.14% (n = 360,000);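 active = activation above the run mean over all test wells plus 3 SD, cut at about 32% in these data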;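 also: peak over basal fluorescence ratio per well then scaled between controls; 0% = DMSO wells and 100% = acetylcholine at EC100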
# M4 PAM = human M4 muscarinic receptor positive allosteric modulators, primary screen, CHO-K1 cells, Fluo-8 calcium fluorescence. AID 624126, 2012. actives 0.4% (n = 360,000). activation, % at 3 µM. CHO-K1 hM4/Gqi5, ACh EC20; 0% = ACh EC20, 100% = maximal ACh;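 active = activation above its plate's cutoff, the mean activation of sample wells plus 3 SD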; also: some results filed as inactive read as strong as hits
# Starred values were filed as active, the others as inactive; . = no result given.
M4 PAM	CRFR2-BP ag	M5 antag	M4 ag	CHRM4 antagonist	M5 ag	M5 PAM	IDE cell inh	CRFR2-BP antag	molecule
-4	-1.1	9	0	17	-4	2	4	6	Nc1n[nH]c(N)c1N=Nc1cccc(C(F)(F)F)c1
-2	-0.2	13	2	3	0	-11	4	-4	COc1ccc(NC(=O)c2cc(NC(=O)C3CCCCC3C(=O)O)ccc2N2CCOCC2)cc1 (stereo unspecified)
15	-1.2	7	0	-9	-1	1	-3	18	COC(=O)c1c(N)sc(Cc2ccccc2)c1C
-8	-1.3	3	7	3	3	-3	3	21	O=C(CSc1ccc2nnc(-c3ccccn3)n2n1)N1CCN(c2ccccc2)CC1
-3	-0.6	-3	0	8	-1	1	5	15	COc1ccc(CC(=O)NCC2(c3ccc(OC)c(OC)c3)CCOCC2)cc1
8	-0.8	-5	2	-4	-4	0	-1	-5	COc1ccc(C(=O)ON=C2CCN(C)CC2)cc1
13	-0.6	-7	-3	-7	-1	5	2	4	CCCC(=O)N1CCN(c2ccc([N+](=O)[O-])c(NC(C)c3ccccc3)c2)CC1 (stereo unspecified)
-18	268*	51*	104*	29*	380*	-31	73*	-219	Cc1cccc(N2C(=O)c3cccc4c(N)ccc(c34)C2=O)c1
-6	-1.2	8	0	13	-4	-6	-4	-13	CCN1CCN(CCCNC(=O)c2csc3c2CCCCC3)CC1
-3	-1.0	10	1	0	-2	2	1	6	CCCCNC(=O)C1CCN(c2nc(C)cc(C)n2)CC1
0	-0.2	4	1	-2	-10	4	4	17	CCOC(=O)C1=c2s/c(=C\c3ccncc3)c(=O)n2C(N)=C(C(=O)OC)C1c1ccncc1 (stereo unspecified)
0	0.2	9	-1	8	-2	3	-2	9	COCCOc1cc(NC(=O)c2sccc2Oc2ccc([N+](=O)[O-])cc2F)c(Cl)cc1Cl
-7	0.1	22	12	7	6	-21	6	-9	Cc1ccc(S(=O)(=O)N2CCC(=O)N(CCOCc3ccc(C(F)(F)F)cc3)CC2)cc1
-7	0.8	5	1	-4	-3	-1	2	-4	Clc1ncc(Cn2cccn2)s1
-6	-0.7	10	-1	1	-2	-7	2	-1	CN(Cc1cnn(C)c1)C(=O)C1CCC(=O)N(Cc2cccc(C(F)(F)F)c2)C1 (stereo unspecified)
2	1.1	0	0	1	-1	4	2	0	Cc1ccccc1Cn1c(O)c(N=NC(=S)Nc2ccccc2F)c2ccccc21
2	-1.3	-1	0	-12	3	3	7	93*	Cc1ccc(S(=O)(=O)NNC(=S)Nc2cccc(F)c2)cc1
-2	-1.6	11	3	3	-2	-3	1	-14	COc1ccccc1NC(=O)COC(=O)c1ccc([N+](=O)[O-])s1
0	-0.8	-6	0	0	-9	-10	1	-2	COc1ccccc1C(=O)NCc1ccccc1
10	-0.9	-8	1	10	-2	3	-7	-8	CC(C)n1c(O)c(N=NC(=O)c2ccccc2NS(=O)(=O)c2cccs2)c2ccccc21
9	1.3	7	-1	-6	-9	4	10	-1	C=CCSc1nc(C)c(CCC(C)C)c(=O)[nH]1
0	-0.1	-6	1	-7	-5	3	-4	22	CCOc1ccc2nc(SCC(=O)N3CCCCCC3)c(C#N)cc2c1
7	0.8	-7	3	-28	0	1	-3	4	COC(=O)[C@H](CCSC)NC(=O)Nc1ccc(C(C)=O)cc1
-5	-0.4	-1	0	-2	-1	-3	6	-2	COc1ccc(N(CC(=O)NN=C2CCN(C)CC2)S(=O)(=O)c2ccc(NC(C)=O)cc2)cc1
3	-0.1	1	2	9	-3	-2	-6	-18	COc1ccc(CC(=O)Nc2c3c(nn2-c2cccc(C)c2C)CS(=O)(=O)C3)cc1
0	0.4	-8	-1	0	-1	-4	5	-13	Cc1ccc(-c2nc(CSCC(=O)NCc3cccnc3)c(C)o2)cc1
26	-1.1	-4	0	-18	-6	5	3	-11	CCn1c(=N)n(CC(=O)c2ccc(OC)c(OC)c2)c2ccccc21
-3	-0.1	0	1	2	1	-1	2	-8	CCCCn1c(N)c(N(CC(C)C)C(=O)c2ccc(N(C)S(=O)(=O)c3ccc(C)cc3)cc2)c(=O)[nH]c1=O
-3	2.4	7	5	-1	-1	-4	3	6	CC(C)(C)c1cc(C(=O)Nc2cccnc2)cc(C(=O)Nc2cccnc2)c1
-4	15	13	8	-7	-3	-14	4	-19	CNC(=O)/C(C#N)=C/c1ccc(-c2ccc(Cl)cc2)o1
3	0.1	5	0	3	6	7	2	-9	O=C(NCc1nc2ccccc2[nH]1)C1=C[C@@H](C2CCCCC2)C[C@@H](OCc2ccc(CO)cc2)O1
-3	1.2	5	7	-3	-7	-1	0	-25	Cc1ccc(NC(=O)c2ccc(C(C)(C)C)cc2)cc1-n1cnnn1
-13	4.5	-15	19	13	0	10	-6	-77	Cc1c(CN2CCC(CO)(Cc3cccc(C(F)(F)F)c3)CC2)c2ccccc2n1C
8	-2.0	-4	0	1	-2	3	-1	-16	CCn1cnc2scc(-c3ccccc3)c2c1=O
-7	-0.6	-2	4	-7	-3	-4	-1	6	O=C(c1ccco1)N1CCCC(N2CCN(c3cccc(C(F)(F)F)c3)CC2)C1 (stereo unspecified)
5	-4.9	-9	1	-8	-3	0	-6	26	CN(C)/C=C(/C(=O)c1ccc(F)cc1)S(=O)(=O)c1ccc(F)cc1
-3	0.9	-7	0	4	-8	14	1	-14	CCN(c1ccccc1)S(=O)(=O)c1cc(C(=O)OC2CCOC2=O)ccc1C (stereo unspecified)
-6	0.0	0	-1	-6	-5	-8	9	34	CC12CCC(C/C1=N\N=C1\NC(=O)/C(=C\c3cccc(Br)c3)S1)C2(C)C (stereo unspecified)
4	1.1	-3	0	-4	1	-5	0	0	Cc1ccccc1N(CC(=O)N/N=C/c1ccc(Cl)cc1)C(=O)c1ccccc1
1	2.6	13	0	2	-3	-8	2	-10	COc1cccc(OC)c1C(=O)Nc1ccc(S(=O)(=O)Nc2ncccn2)cc1
-15	2.9	12	-1	0	-1	-9	14	-6	COC(=O)c1cc(C)ccc1OCc1ccc([N+](=O)[O-])cc1
1	-0.6	-7	4	-1	4	-2	5	0	COc1cc(OC)cc(C(=O)Nc2cccc(NC(C)=O)c2)c1
-3	-1.0	4	4	0	-1	-6	10	6	Cn1c(=O)oc2cc(S(=O)(=O)Nc3ccc(F)cc3)ccc21
11	0.2	9	1	4	5	6	0	0	CN(C)c1ccc(-c2cccc(C3CC=CC4C3C(=O)N(Cc3ccccc3)C4c3ccc4ccccc4c3)c2)cc1 (stereo unspecified)
-6	-2.1	6	1	-4	-3	-8	2	4	COc1cc(NC(=O)Cc2ccccc2)ccc1NC(=O)Cc1ccccc1
-2	0.8	12	12	-4	6	-13	.	-5	CC(=O)Nc1cccc(NC(=O)C(=O)Nc2ccc3c(c2)N(C(=O)C2CC2)CCC3)c1
4	-3.3	-1	-1	0	1	2	0	-1	COC(=O)Cn1cccc1C(=O)c1ccccc1
0	-1.2	1	1	-1	-5	4	4	-6	Cc1cccc(C(=O)C2CCOC(C)(C)C2)c1 (stereo unspecified)
-7	0.3	6	3	4	-2	-15	-2	-8	Cc1ccnc(NC(=O)C2CCN(S(=O)(=O)c3cccc4nsnc34)CC2)c1
-3	-1.1	3	8	-1	2	-7	2	5	COc1ccc(CCNC(=O)COc2cc(O)c3c(c2)OC(C)(C)CC3=O)cc1

# Further records
M4 PAM	CRFR2-BP ag	M5 antag	M4 ag	CHRM4 antagonist	M5 ag	M5 PAM	IDE cell inh	CRFR2-BP antag	molecule
-8	-0.5	3	0	10	-9	-1	3	4	Cc1cc(C)nc(/N=C(\N)N2CCCCC2)n1
-7	-2.1	-3	1	1	-1	2	-6	-2	O=C(NC1(C(F)(F)F)NC(=O)N(Cc2cccnc2)C1=O)c1ccccc1 (stereo unspecified)
14	-1.2	-9	3	-12	-4	-1	1	14	NC(=O)c1c(NC(=O)c2ccco2)sc2c1CCC2
-7	-0.1	12	9	7	3	-9	-5	4	CCOc1ccc(N2CC(O)=C(c3ccccc3)C2=N)cc1
6	.	-4	3	-3	-1	-1	.	.	COc1ccc(-c2csc(C(C)(O)c3cccc(F)c3)n2)cc1OC (stereo unspecified)
-2	1.3	5	0	1	3	0	2	12	COc1cccc(CNC(=O)CCS(=O)(=O)c2cccc3nonc23)c1
3	3.5	14	3	11	-3	-4	5	53*	O=C(O)C(Cc1ccccc1)Nc1ccc([N+](=O)[O-])cc1[N+](=O)[O-] (stereo unspecified)
-7	3.0	3	0	-5	0	-7	0	-12	O=C(COc1ccc(Br)cc1)c1ccc2c(c1)CCCC2
0	-1.7	0	0	-9	-2	5	8	-2	O=C(CCCC(=O)c1ccccc1)NCCc1ccccc1
-5	-0.9	-1	0	11	1	5	0	1	CSc1ncccc1C(=O)OCC(=O)c1ccc2c(c1)NC(=O)CO2
-5	-0.3	2	2	-5	-12	-34	8	41	CCN(CC)S(=O)(=O)c1ccc(NC2CCCc3ccccc32)nc1 (stereo unspecified)
-1	-2.6	-1	0	-2	-6	-5	-3	20	COc1cccc(NS(=O)(=O)c2ccc(Br)s2)c1
-2	.	6	2	-9	1	-4	.	.	CN1OC[C@@H]2CN(C(=O)C(C)(C)C)[C@H](c3ccc(-n4ccnc4)cc3)C[C@@H]21
-5	3.5	5	2	1	1	-8	-4	-20	CCSc1nc2c(cnn2-c2ccc(C)c(C)c2)c(=O)[nH]1
-7	1.8	3	14	-10	2	-13	1	-25	O=C(COC(=O)c1ccc2[nH]c3c(c2c1)CCCC3)Nc1ccccc1
5	-4.0	-2	2	-19	1	-1	.	-3	CC1(C2CC(=O)c3c(O)ccc(O)c3C2)OCCO1 (stereo unspecified)
-8	0.0	-2	1	10	-8	-2	-4	-6	Cc1ccc(C)c(NC(=O)C[n+]2ccccc2)c1
-8	-2.6	-4	0	-9	-2	13	0	-3	COc1cccc(S(=O)(=O)Nc2noc3ccccc23)c1

# A draw from above in order of number of heavy atoms, highest first.
M4 PAM	CRFR2-BP ag	M5 antag	M4 ag	CHRM4 antagonist	M5 ag	M5 PAM	IDE cell inh	CRFR2-BP antag	molecule
-2	.	6	2	-9	1	-4	.	.	CN1OC[C@@H]2CN(C(=O)C(C)(C)C)[C@H](c3ccc(-n4ccnc4)cc3)C[C@@H]21
-7	1.8	3	14	-10	2	-13	1	-25	O=C(COC(=O)c1ccc2[nH]c3c(c2c1)CCCC3)Nc1ccccc1
-5	-0.3	2	2	-5	-12	-34	8	41	CCN(CC)S(=O)(=O)c1ccc(NC2CCCc3ccccc32)nc1 (stereo unspecified)
-8	-2.6	-4	0	-9	-2	13	0	-3	COc1cccc(S(=O)(=O)Nc2noc3ccccc23)c1

# Screens from PubChem BioAssay.
